# GSK3 alpha inh = blocks human GSK-3 alpha kinase; P49840; ADP-Glo luminescence, 60 min; inhibition, % at 10 µM; 0.1% of 320,000 active; AID 2650;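 in the data active means inhibition above about 50%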;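 further: GST-tagged GSK-3 alpha with peptide substrate and 25 µM ATP; 0% = DMSO neutral wells and 100% = GW8510 positive control wells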
# Target sequence (P49840 whole entry, looked up): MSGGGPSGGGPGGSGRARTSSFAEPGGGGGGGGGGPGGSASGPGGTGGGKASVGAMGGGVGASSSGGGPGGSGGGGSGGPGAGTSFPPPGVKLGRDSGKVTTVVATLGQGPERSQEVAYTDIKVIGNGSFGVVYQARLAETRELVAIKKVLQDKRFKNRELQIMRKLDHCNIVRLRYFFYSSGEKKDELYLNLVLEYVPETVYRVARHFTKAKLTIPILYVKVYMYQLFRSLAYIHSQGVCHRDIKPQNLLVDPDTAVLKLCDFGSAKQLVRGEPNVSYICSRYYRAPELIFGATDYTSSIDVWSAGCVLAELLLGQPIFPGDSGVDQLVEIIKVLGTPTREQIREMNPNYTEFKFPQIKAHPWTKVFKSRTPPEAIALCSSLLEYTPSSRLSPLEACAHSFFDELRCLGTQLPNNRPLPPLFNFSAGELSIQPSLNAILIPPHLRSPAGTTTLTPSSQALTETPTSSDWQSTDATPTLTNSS
# GSK3beta inhib = inhibitors of human GSK3beta kinase; GST-GSK3beta kinase, ADP-Glo luminescence, 60 min; hits give low values; activity score (negative = inhibition), % at 10 µM; 0.038% of 300,000 active;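 active means more than half of replicate wells score below -50%, meaning over 50% inhibition versus plate controls; inconclusive means some replicates but at most half score below -50%; inactive means no replicate scores below -50%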;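 further: 0% = median DMSO wells and -100% = median GW8510 positive control wells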
# Target sequence (P49841 whole entry, looked up): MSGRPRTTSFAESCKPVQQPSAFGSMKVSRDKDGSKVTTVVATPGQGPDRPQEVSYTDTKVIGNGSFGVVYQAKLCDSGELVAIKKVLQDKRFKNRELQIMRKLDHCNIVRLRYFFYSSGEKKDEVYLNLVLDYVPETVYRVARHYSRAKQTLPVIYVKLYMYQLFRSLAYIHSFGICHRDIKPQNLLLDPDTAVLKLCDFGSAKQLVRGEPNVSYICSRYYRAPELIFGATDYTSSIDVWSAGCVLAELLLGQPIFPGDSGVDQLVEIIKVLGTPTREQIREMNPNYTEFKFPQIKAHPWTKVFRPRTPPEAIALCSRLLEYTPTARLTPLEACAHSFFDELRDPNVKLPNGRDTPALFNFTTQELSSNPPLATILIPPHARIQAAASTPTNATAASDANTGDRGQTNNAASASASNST
#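 Assay system: GST-fused GSK3beta enzyme, cell-free / Medium: Tris pH 7.5 buffer with MgCl2, DTT, BSA, heparin / Also added: peptide substrate plus 25 µM ATP (final) / Compound: 10 µM single point / Timing: kinase reaction with compound 60 min at room temperature / Detection: ADP-Glo luminescence / Benchmarks: DMSO neutral wells and GW8510 at 20 µM as positive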
# HSF1 inhib = HSF1 inhibition; NIH3T3-HGL HSE-luciferase, MG132-induced, luminescence 8 h; hits give low values; activity change, negative = inhibition, % at 7.5 µM (by protocol); 0.77% of 300,000 active; AID 2098;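 active means more than half of replicate wells show activity change below -50%, luminescence cut by over half; inconclusive means some wells, but at most half, below -50%; inactive means no replicate well below -50%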;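 further: luciferase reports HSF-1 transcriptional activity via heat shock element; 0% = median of DMSO wells and -100% = zero luminescence signal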
# IEC-6 cytotox = kills IEC-6 intestinal cells in KLF5 counter-screen; IEC-6 cytotoxicity, luminescence viability; inhibition, % at 5 µM; 0.78% of 290,000 active; AID 1825; in the data active means inhibition above about 22%;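 further: 0% = plate median of test compound wells and 100% = cytotoxic reference compound wells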
# HSF-1 act = increases HSF-1 driven luciferase reporter signal; activation, % at 9 µM; 1.7% of 300,000 active; NIH3T3-HGL HSF-1 luciferase reporter, MG132, 8 h; 100% = twice DMSO control signal;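 active means mean replicate activation of at least 50% with a set share of replicates each reaching 50%; inconclusive means only one of those two conditions met; inactive means mean below 50% and too few replicates reaching it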;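 further: 0% = median of the neutral control wells and 100% = twice that signal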
# Dyrk1A ADPGlo = Dyrk1A (rat) kinase inhibition. ADP-Glo luminescence, NFATc1 peptide. inhibition, % at 12.5 µM. 0.43% of 310,000 active. AID 504441; in the data active means inhibition above about 50%;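 further: plate controls were vehicle with enzyme for no effect and no enzyme for full effect; many of its hits are not listed in these tables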
# KLF5 inh = kruppel-like factor 5 inhibition. DLD-1 KLF5 promoter-luciferase reporter, luminescence. inhibition, % at 5 µM. 0.23% of 290,000 active;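 active means inhibition above a per-plate limit of that plate's mean compound inhibition plus 3 SD, cut at about 60% in these data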;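 further: 0% = DMSO wells and 100% = LY294002 at 200 µM; higher means less KLF5 promoter-driven luciferase light; inactives centre near -14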
# HSP90 inh = inhibitors of HSP90 luciferase refolding in rabbit reticulocyte lysate; luciferase refolding luminescence, 3 h; AID 1789; 0.91% of 290,000 active; inhibition, % at 5.6 µM;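 active means inhibition above the screen-wide mean plus 3 SD, computed separately per campaign, cut at about 16% in these data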;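 further: 0% = DMSO wells and 100% = 60 µM geldanamycin wells; inhibitors lower the luminescence because luciferase stays unfolded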
# Platelet DG rel = platelet dense granule release activity; human platelet-rich plasma, SFLLRN dense granule ATP release, luminescence; inhibition, %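 (compounds screened at 7.5 µM in platelet-rich plasma)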; 0.22% of 300,000 active;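 active means mean replicate score, as percent of positive control, at or above 50; inconclusive means mean below 50 but at least one replicate at or above 50; inactive means mean and every replicate below 50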
# aSyn 5UTR inh = MLPCN primary screen, SNCA 5' untranslated region | inhibition, % (tested at 7.5 µM) | alpha-synuclein 5'UTR reporter, inhibitor activity | 0.82% of 300,000 active; in the data active means inhibition above about 60%; inconclusive means no clear call, values can overlap the other calls;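 further: H4 neuroglioblastoma cells stably carrying SNCA 5'UTR luciferase fusion; 0% = DMSO wells and 100% = positive control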
# * marks the source's active call; other numbers are inactive results; ? = inconclusive; nt = not tested or not shown.
Compound,GSK3 alpha inh,GSK3beta inhib,HSF1 inhib,IEC-6 cytotox,HSF-1 act,Dyrk1A ADPGlo,KLF5 inh,HSP90 inh,Platelet DG rel,aSyn 5UTR inh
CCOc1ccc(C(=O)CCC(=O)NC(C)C(=O)OC)cc1 (stereo unspecified),-2.9,1.3,4.8,5.2,2.1,nt,-6.5,3.6,0.9,11.2
Cc1cc(C)n(CCN(C)Cc2cn[nH]c2-c2ccc(F)cc2F)n1,-2.0,1.5,-7.3,0.1,-31.4,3.0,-23.4,0.9,8.9,12.2
O=C(CSCc1nc2ccccc2[nH]1)Nc1ccccc1,-1.8,3.2,-4.4,-6.4,19.7,-5.7,-11.4,-2.6,8.4,-8.8
Cc1ccccc1OC(C)C(=O)N1CCN(c2ccccn2)CC1 (stereo unspecified),0.6,2.0,-5.6,-2.3,-9.8,-0.6,13.7,7.3,-2.5,7.5
Cc1cc(SCC(=O)N/N=C/c2ccc(O)cc2O)nc2ccccc12,2.2,-11.6,-8.7,18.9,-16.7,5.7,42.4,3.2,12.7,?
Cc1cccc(N2CCN(C(=O)N3CCOCC3)CC2)c1C,-15.5,4.2,-8.8,7.8,-14.0,-1.0,-8.1,-0.4,11.0,-18.7
CCCCNC(=O)Nc1ccccc1C(=O)NCCC,0.3,-1.5,3.4,0.5,3.8,0.4,-26.3,-1.1,4.3,6.8
Cc1cc([N+](=O)[O-])c2c(c1C)C1C=CCC1C(c1ccccn1)N2 (stereo unspecified),-0.7,-0.1,1.9,-2.1,-0.8,nt,6.0,1.2,8.0,-41.3
O=C(CSCc1ccccc1)N/N=C/c1ccc(OCC(=O)N2CCCCC2)cc1,-3.5,1.9,-1.4,10.4,-4.5,1.3,-4.5,-1.4,9.0,11.0
O=C(NC(=S)NCCc1ccccn1)c1ccccc1,-2.7,-1.1,13.8,-3.0,12.5,2.3,-49.0,-1.5,9.9,-106.2
COc1ccc2nc(NC(=O)Nc3ccccc3OC)sc2c1,1.9,4.3,18.3,42.7*,30.7,-5.4,-85.8,3.8,5.2,-88.8
Cc1cccc(NC(=O)c2ccccc2C(=O)Nc2cccc(C)c2)c1,-1.0,2.8,4.7,nt,39.4,14.4,nt,nt,4.1,-7.9
CCc1ccccc1NC(=O)CN(c1cccc(OC)c1)S(C)(=O)=O,-2.8,1.3,4.4,-4.4,2.5,2.1,-7.8,0.2,-2.8,2.2
CC(C)OC(=O)/C(C#N)=C/c1ccc(-c2ccc(SC(F)F)cc2)o1,-4.4,-2.0,7.4,2.8,27.5,-3.3,-18.1,-0.7,-14.8,-88.4
CCn1c(SCC(=O)NC)nnc1C(C)C,1.2,0.0,2.2,4.4,18.1,-6.7,22.1,5.1,-17.3,-28.9
Cc1ccc2cccc(NC(=S)NC(=O)c3ccccc3)c2n1,0.4,2.8,-4.0,10.3,4.8,-5.5,-38.5,1.9,-1.5,-26.0
CC(=C/C(=O)O)/C(=C\c1ccc(Br)o1)C(=O)O,-3.2,2.8,13.8,-8.8,31.9,-3.2,-10.5,-2.5,5.7,0.4
COc1ccc(S(=O)(=O)N(CC(=O)N2CCN(C)CC2)C2CCCCC2)cc1OC,0.6,0.0,3.5,-3.2,34.5,15.1,4.5,-1.7,0.0,-13.1
O=C(Nc1ccc(Cl)cc1Cl)C1=Cc2ccccc2OC1,-1.6,2.9,31.8,-2.4,52.6*,1.9,-155.9,2.2,-27.8,-191.7
O=c1cc[nH]c2ccc(OC(F)(F)F)cc12,1.8,-0.2,-3.3,6.2,37.5,23.8,15.8,0.9,-1.6,-12.5
COC(=O)CCC(=O)c1oc2ccccc2c1N,3.0,2.1,3.9,-3.1,11.5,2.5,-19.7,-4.2,0.7,-16.8
O=C(NCCN1CCN(c2cccc(Cl)c2)CC1)Nc1ccccc1,13.2,-3.7,-7.2,4.5,2.7,-0.1,-16.0,0.4,-3.4,1.5
COc1ccc(/C=C(/NC(=O)c2ccco2)C(=O)N2CCc3ccccc32)cc1OC,-2.8,-3.1,4.4,-1.2,1.6,2.8,-17.0,2.2,-2.4,25.2
O=C(COC(=O)c1ccc(F)cc1)Nc1ccc(Cl)cn1,-0.7,-0.3,-0.7,5.1,-4.8,-3.4,11.3,0.5,-3.4,-0.9
CCOc1ccc(NC(=O)CSc2nc(C)c3c(c2C#N)CCCC3)cc1,4.8,0.0,1.9,-0.2,7.9,-0.5,-6.0,1.4,3.0,15.7
Cn1cccc1C(=O)OCc1ccc(F)cc1,-1.6,0.3,-0.6,2.8,19.4,-7.7,-9.2,-1.4,10.2,-49.2
COc1ccc(C(=O)NC23CC4CC(CC(C4)C2)C3)cc1OC,2.3,-2.2,-3.0,6.6,8.5,-2.8,-10.4,-1.9,7.6,-12.9
COc1cccc(NC(=O)c2ccc(NC(=O)C(C)(C)C)cc2)c1,-0.1,-1.7,18.1,-2.9,45.9,-0.5,-98.3,-1.3,24.9,-188.6
CC1(C)CC(=O)N(c2ccc(C#N)cc2)C(=O)C1,-2.6,2.2,-3.8,-4.3,2.2,-3.0,-33.5,-2.0,5.2,-8.3
CCSc1nc2ccccc2n1CC(=O)N1CCOCC1,-0.2,-1.4,-14.4,-4.8,-32.0,2.6,-22.4,0.7,-1.3,8.0
COc1ccc(C(=O)NCCSc2ccccc2)cc1,-1.6,-1.5,19.9,-3.9,42.7,-4.0,-113.4,13.7,-5.5,19.9
CNC(=O)CSCCn1c(SCC(=O)NC)nc2ccccc2c1=O,-2.7,-2.9,0.7,-1.0,2.9,-1.3,10.3,-2.3,7.9,-3.6
CC(NC(=O)c1cccs1)c1ccc(Br)cc1 (stereo unspecified),-1.2,1.7,-4.2,nt,21.4,0.0,nt,nt,1.5,-4.9
CN(C)CCCNCC(=O)NN(c1ccccc1)c1ccccc1,0.6,1.4,3.3,6.3,3.3,nt,-7.7,0.2,-1.8,2.1
COc1cccc(/C=N/NC(=O)Cn2cnc3c2c(=O)n(C)c(=O)n3C)c1OC,-0.3,-0.7,-0.4,4.7,-26.2,nt,10.9,-0.1,-4.3,10.5
CC1CCCC(C)N1S(=O)(=O)c1ccc(Cl)cc1 (stereo unspecified),-0.3,2.5,-0.9,3.6,11.5,-3.6,-24.4,-2.0,0.5,15.2
COc1ccc(-n2c(SCC(=O)Nc3cccc4ccccc34)nc(O)cc2=O)cc1,-3.5,-3.4,-4.2,2.4,13.0,nt,-30.1,3.9,1.2,-15.4
Cc1cccc(-n2c(SCC(=O)NCc3ccco3)nnc2-c2ccco2)c1,-1.7,-1.8,7.6,-3.8,6.5,-9.2,-7.4,3.4,0.6,18.5
CC(=O)Nc1ccc(S(=O)(=O)NCCC(=O)NCCc2ccc(F)cc2)cc1,-3.4,-3.1,-4.1,-2.3,-2.0,-6.7,-12.8,-1.3,-2.9,0.1
CCOc1ccc(N2CC(C(=O)Nc3cccc(S(=O)(=O)NC4=NCCC4)c3)CC2=O)cc1 (stereo unspecified),-0.8,0.6,0.6,-6.5,4.7,-2.5,-10.0,-0.8,-25.1,-0.6
Cn1c(CNC(=O)c2ccc(Cl)cc2)nnc1SCC(=O)N1CCOCC1,2.0,-1.7,-3.2,1.3,-17.9,nt,-8.2,-5.3,-3.0,-1.5
CCCCSc1nnc(-c2ccc(C)cc2)n1C,-1.2,-4.8,17.0,4.7,17.6,3.8,-41.3,-1.7,-1.3,-109.3
CC(C)Cn1c(CN2C(=O)c3ccccc3C2=O)nc2ccccc2c1=O,0.0,0.2,-1.1,3.3,8.5,5.7,-21.5,-2.3,2.9,14.2
COCCNC(=S)NN=C1CCC(c2ccccc2)CC1 (stereo unspecified),-0.7,2.3,-16.3,-2.0,-31.5,nt,-4.7,-5.0,5.5,-19.1
CC(=O)c1c(C)[nH]c(C(=O)NCCC2=CCCCC2)c1C,1.8,2.0,36.3,2.1,37.3,nt,-73.3,1.5,-2.2,-155.7
CCc1cc(C(=O)c2ccc(OC)cc2)c(NC(=O)CN2CCCCC2)s1,-2.5,3.3,-0.5,-1.7,10.9,4.2,-15.1,-0.5,-17.0,26.5
OCCNCCOc1ccc(Cl)c(Cl)c1,0.5,3.2,-5.7,15.5,1.2,-4.0,27.2,2.6,10.4,-4.4
CCc1sc(C(=O)NCc2ccccc2)cc1C,-0.2,1.8,-1.6,0.1,7.9,0.5,-11.8,-1.0,12.5,-3.9
CC1(C)CC(NC(=O)c2ccncc2)CC(C)(C)N1O,0.7,-2.2,-15.3,-0.6,0.7,-87.2,-21.7,-3.0,0.5,-8.8
Cc1ccc(C)c(NC(=O)C(=O)NCC2CCCN2S(=O)(=O)c2cccs2)c1 (stereo unspecified),-0.5,0.5,-7.7,nt,1.4,9.3,nt,nt,1.2,9.3

# (listing goes on)
Compound,GSK3 alpha inh,GSK3beta inhib,HSF1 inhib,IEC-6 cytotox,HSF-1 act,Dyrk1A ADPGlo,KLF5 inh,HSP90 inh,Platelet DG rel,aSyn 5UTR inh
COc1ccc(CN/C(C)=C(/C#N)C(N)=O)cc1OC,8.3,-1.3,-4.3,-4.3,0.7,-1.7,6.2,-2.7,-4.4,26.6
CCCc1nc2ccccc2c(=O)n1-c1ccc(C(=O)OCC)cc1,-4.8,-4.0,-5.3,0.4,-0.5,nt,-16.6,-0.2,-1.1,-15.6
O=C(CC1(O)C(=O)Nc2ccccc21)c1ccc(-n2cnnn2)cc1 (stereo unspecified),-7.8,0.4,-9.0,-0.7,-10.1,nt,-19.8,-0.1,0.1,-11.1
Cc1ccnc(NC(=O)CNC(=O)c2cccs2)c1,5.2,0.4,0.5,nt,-12.4,3.6,nt,nt,4.3,-0.3
O=C(CCS(=O)(=O)c1ccccc1)NCCS(=O)(=O)c1ccccc1,-1.1,0.8,-4.5,2.4,-19.4,3.8,-6.0,-2.2,2.4,-24.3
O=c1c2ccccc2nc(/C=C/c2ccccc2)n1CCCO,-0.2,-2.7,-1.5,-2.6,1.7,4.0,-30.3,-0.9,4.8,0.2
C/C(N)=C(/C#N)C(=O)CSc1nn(-c2ccc(Cl)cc2)c(=S)s1,-1.9,1.9,57.4,0.8,99.3*,-3.3,-18.9,1.6,0.2,-73.8
O=C(CCc1c[nH]c2ccccc12)NCC1COc2ccccc2O1 (stereo unspecified),-2.5,2.7,-10.3,-1.7,-2.1,nt,22.3,5.6,1.4,-4.5
Cc1c(/C(O)=C2/C(=O)C(=O)N(CCN(C)C)C2c2ccc(C(C)C)cc2)cnn1-c1ccccc1 (stereo unspecified),-2.1,-2.9,-10.5,-7.0,4.2,1.1,-30.1,-1.6,6.8,-8.6
CCC[n+]1cn(/C(C(=S)Nc2cccc(Cl)c2C)=C(/[O-])c2ccc(OC)c(OC)c2)c2ccccc21,-1.7,-0.3,nt,-8.8,nt,5.4,-11.1,-2.0,1.6,11.3
CCCn1ncc(CN2CCC(Oc3ccc(C(=O)N4CCCC4)cc3)CC2)c1C,-2.4,0.4,-4.3,-3.9,-18.7,-2.5,-8.0,0.3,-1.8,25.2
COc1ccc(C2=NS(=O)(=O)N(C)C(C(=O)NCc3ccccc3)=C2)cc1OC,-0.9,3.2,0.9,6.5,-4.3,-0.8,-18.5,-5.8,0.1,9.3

# High-throughput results deposited in PubChem BioAssay by several laboratories.

# An excerpt; the hit share may differ from the screen's.
